NTR1 ag: agonists of NTR1, primary screen, imaging, U2OS cells, beta-arrestin-GFP, high content (AID 493036); P30989; NTR1-U2OS beta-arrestin-GFP spot imaging, agonist mode; activation, % at 20 µM; hit rate 0.17% among 330,000;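 active = activation at or above 40% of the spot to cytoplasm intensity ratio, with at least 20 cells analyzed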;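 also: 0% = DMSO without peptide and 100% = 100 nM NTR1 peptide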
Target sequence (P30989 whole entry, looked up): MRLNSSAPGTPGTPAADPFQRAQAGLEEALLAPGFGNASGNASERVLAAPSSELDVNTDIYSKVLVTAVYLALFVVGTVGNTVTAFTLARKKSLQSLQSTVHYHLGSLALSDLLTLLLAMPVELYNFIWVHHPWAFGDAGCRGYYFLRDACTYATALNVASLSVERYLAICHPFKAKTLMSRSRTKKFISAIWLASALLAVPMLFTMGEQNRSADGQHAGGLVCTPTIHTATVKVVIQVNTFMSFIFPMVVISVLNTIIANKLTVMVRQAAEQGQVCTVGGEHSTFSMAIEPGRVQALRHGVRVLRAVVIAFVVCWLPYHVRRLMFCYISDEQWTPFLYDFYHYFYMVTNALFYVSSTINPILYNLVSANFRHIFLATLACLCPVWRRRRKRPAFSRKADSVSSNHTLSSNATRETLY
T cell modulator: modulates CD8 T cell binding to vesicles; AID 2052; 2C CD8+ T cell-vesicle binding, flow cytometry; active compounds read low; hit rate 0.068% among 330,000; calls only at 7 µM;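 active = response, share of CD8 T cells binding vesicles, and their 90th percentile fluorescence all below set limits, cut at about 80% in these data, passing the limit was not always enough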
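Material: 2C TCR transgenic mouse naive CD8+ T cells, MACS-purified. Also added: QL9-charged Drosophila Ld/ICAM-1/B7-1 vesicles. Timing: binding 1.5 h at 37 °C. Measured by: high-throughput flow cytometry with anti-B7-1 and anti-CD8 staining. Read-out: percent CD8+ FL2 mean versus row control. Controls: Unloaded micro-vesicles (low), QL9 vesicles with 0.7% DMSO (high).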
T cell modulator vesicle-bound %: second read-out of T cell modulator, no call of its own (marks repeat the call); double positive events, %; measured here: CD8+ vesicle-bound cell fraction;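 binding gate set so that unloaded-vesicle control wells show 10% double positive cells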
NTR1 ag cell count 20 µM: recorded beside NTR1 ag, whose call it bears; cell count; measured here: cell count, cytotoxicity flag
Numbers without * were called inactive; i = inactive.

Each structure is followed by: NTR1 ag, NTR1 ag cell count 20 µM, T cell modulator, T cell modulator vesicle-bound %
- O=C(NC1CCCC(C(F)(F)F)C1)c1ccc([N+](=O)[O-])o1 (stereo not drawn)
    6.1, 47, i, 40
- CC(=O)c1cccc(OCC(=O)OCC(=O)Nc2cc(S(=O)(=O)N3CCCCC3)ccc2C)c1
    1.3, 60, i, 28
- CC1CC(C)(C)CC2(C1)NC(=O)N(CC(=O)N1CCN(S(=O)(=O)c3cccs3)CC1)C2=O (stereo not drawn)
    1.5, 60, i, 37
- COc1cc(Cl)c(C)cc1NC(=O)CSC1=NCCS1
    0.9, 57, i, 5
- Oc1ccc(Cl)cc1CNCc1ccc(Cl)cc1
    -0.7, 73, i, 53
- C#CCOCCOCCOCCNc1nc(N2CCN(C(=O)Cn3cc(CCCCN)nn3)CC2)nc(N2CCN(C(=O)[C@H]([C@@H](C)CC)n3cc(CCCCN)nn3)CC2)n1
    -4.6, 97, i, 8
- O=C(NCc1ccccc1)c1nncc(-c2ccccc2)n1
    2.0, 36, i, 35
- CCC(=O)N1N=C(c2ccc(NS(=O)(=O)c3ccc(C)cc3)cc2)CC1c1ccco1 (stereo not drawn)
    3.9, 55, i, 45
- Cc1cc(C)c(-c2c(O)c3ccccc3n(C)c2=O)c(C)c1
    -1.0, 59, i, 28
- O=C(COC(=O)c1ccccc1OCc1ccccc1Cl)NC1CCS(=O)(=O)C1 (stereo not drawn)
    -1.8, 53, i, 33
- CCOC(=O)c1c(C)[nH]c(C(=O)Nc2cc(OCC)c(N3CCOCC3)cc2OCC)c1C
    6.4, 57, i, 38
- CN(C(=O)c1ccc(N2CCCCC2)c([N+](=O)[O-])c1)C1CCS(=O)(=O)C1 (stereo not drawn)
    0.5, 36, i, 31
- Cc1ccc2nc(-c3cccc(-c4cccc(Cl)c4)c3)c(NCc3ccccc3)n2c1
    25, 41, i, 47
- COc1ccccc1C(=O)NCCC(=O)Nc1ccc(S(=O)(=O)N2CC(C)CC(C)C2)cc1 (stereo not drawn)
    5.0, 39, i, 39
- Cc1c(C(=O)NCc2ccccc2CN2CCCC2)oc2c(F)cccc12
    -1.2, 56, i, 46
- CN(CC(=O)OCC(=O)NC1CCCC1)S(=O)(=O)c1ccc(Cl)cc1
    -0.9, 49, i, 37
- CN1CCN(S(=O)(=O)c2cccc(C(=O)Nc3sccc3C(N)=O)c2)CC1
    4.4, 38, i, 38
- Nc1ccn(CC(=O)N[C@H](CO)Cc2c[nH]c3ccccc23)c(=O)n1
    0.4, 63, i, 29
- COc1ccccc1NC(=O)c1ccc(S(=O)(=O)N(C)c2ccccc2OC)cc1
    -1.0, 72, i, 42
- COc1ccc([N+](=O)[O-])cc1NC(=O)C(C)OC(=O)Cc1ccc(OC)c(OC)c1 (stereo not drawn)
    -1.4, 70, i, 45
- COc1ccc([C@H]2C(C(=O)O)=C[C@@H](C(C)(C)C)N2S(=O)(=O)c2ccc(C)cc2)cc1OC
    0.7, 53, i, 16
- CC(=O)OC/C=C(\C)CCC=C(C)C
    0.3, 61, i, 2
- COc1ccccc1NS(=O)(=O)c1cccc(NC(=O)CCNC(=O)c2ccccc2OC)c1
    -1.1, 46, i, 45
- C[C@H](CO)N1C[C@H](C)[C@@H](CN(C)C(=O)Nc2ccc3c(c2)OCO3)Oc2c(NC(=O)C3CC3)cccc2C1=O
    5.1, 42, i, 8
- O=c1c2c(O)cc(O)cc2oc2c(O)ccc(O[C@H]3O[C@@H](CO)[C@H](O)[C@@H](O)[C@@H]3O)c12
    -1.2, 69, i, 24
- N#CCCCc1cc2ccccc2cn1
    0.2, 44, i, 6
- CCC(CO)Oc1cc(NCc2ccc(C(C)(C)C)cc2)c2ncn(C(C)C)c2c1 (stereo not drawn)
    20, 62, i, 19
- O=C(C1CCN(S(=O)(=O)c2ccccc2)CC1)N1CCC1
    1.6, 61, i, 26
- O=C(Cn1cnc2c(OCc3ccccc3)ncnc21)NCc1nc2ccccc2[nH]1
    0.5, 63, i, 10
- Cc1ccc(CNn2cn[nH]c2=S)cc1
    -1.6, 56, i, 45

3 consecutive records already listed:
Each structure is followed by: NTR1 ag, NTR1 ag cell count 20 µM, T cell modulator, T cell modulator vesicle-bound %
- CCC(CO)Oc1cc(NCc2ccc(C(C)(C)C)cc2)c2ncn(C(C)C)c2c1 (stereo not drawn)
    20, 62, i, 19
- O=C(C1CCN(S(=O)(=O)c2ccccc2)CC1)N1CCC1
    1.6, 61, i, 26
- O=C(Cn1cnc2c(OCc3ccccc3)ncnc21)NCc1nc2ccccc2[nH]1
    0.5, 63, i, 10

Other compounds.
Each structure is followed by: NTR1 ag, NTR1 ag cell count 20 µM, T cell modulator, T cell modulator vesicle-bound %
- O=C(CC1SC(N2CCCCC2)=NC1=O)Nc1ccc(C(=O)NCc2ccccc2)cc1 (stereo not drawn)
    1.8, 67, i, 54
- O=C(CN1c2cccc3cccc(c23)S1(=O)=O)NC1CCCCC1
    0.0, 55, i, 54
- CC(NS(=O)(=O)c1ccc2ccccc2c1)c1ccccn1 (stereo not drawn)
    4.7, 68, i, 29
- NS(=O)(=O)c1ccc(CCNC(=O)CCc2ccccc2)cc1
    -0.1, 39, i, 38
- CCOC(=O)N1CCN(C(=O)COC(=O)c2cc(Cl)cc(Cl)c2)CC1
    0.8, 59, i, 53
- O=C(CN1C(=O)NC2(CCCCC2)C1=O)N1CCN(S(=O)(=O)c2ccc(Cl)s2)CC1
    0.6, 44, i, 35
- CCOc1ccc(COC(=O)C2CC(=O)N(CCc3ccccc3)C2)cc1OC (stereo not drawn)
    1.0, 56, i, 28
- Cc1ccc(NC(=O)Cc2ccccc2)cc1S(=O)(=O)N1CCOCC1
    -1.3, 61, i, 32
- Cc1ccc(Sc2ncccc2N)cc1
    1.3, 60, i, 17
- CCN(C[C@H]1N[C@@](C)(C(=O)OC)[C@H]2C(=O)N(C)C(=O)[C@@H]12)S(=O)(=O)c1ccc(F)cc1
    -0.7, 57, i, 4
- O=C(CN1c2cccc3cccc(c23)S1(=O)=O)N1CCN(c2ccc(F)cc2)CC1
    -0.2, 55, i, 47
- Cc1ccc(C)c(NC(=O)CN(C)C(=O)C2COc3ccccc3O2)c1 (stereo not drawn)
    2.2, 96, i, 50
- CCN(CC)C(=O)c1sc2nc(-c3ccccn3)[nH]c(=O)c2c1C
    2.4, 62, i, 31
- COc1ccc(OC)c(S(=O)(=O)Nc2cccc3ccccc23)c1
    -0.5, 45, i, 26
- CN1CC(=O)N2[C@H]3c4ccccc4OC[C@@H]3[C@H](c3ccccc3)[C@]2(C)C1=O
    -1.9, 63, i, 34
- O=C(Nc1cccc(S(=O)(=O)NC2=NCCC2)c1)c1ccc(OC(F)F)cc1
    2.7, 53, i, 40
- CC1(C2CC2)NC(=O)N(CC(=O)Nc2ccc(F)cc2F)C1=O (stereo not drawn)
    5.5, 60, i, 38
- Cc1ccc(C(=O)N2CCN(C(=O)C3CCCO3)CC2)cc1 (stereo not drawn)
    1.9, 69, i, 10
- COc1ccc(C(=O)c2c(-c3ccc(OC)cc3)oc3ccccc23)cc1
    3.3, 52, i, 28
- Cc1ccnc2nc(C(=O)OCC(=O)c3ccc(Cl)cc3)nn12
    -0.5, 66, i, 29
- O=C(NC(=S)NCc1ccccc1Cl)c1cccs1
    3.9, 72, i, 37
- NC(=O)c1cc(S(=O)(=O)N2CCCC2)ccc1OCCOc1ccccc1
    0.6, 73, i, 18
- Cc1ccc(S(=O)(=O)NC(C)C(=O)NCc2ccc(Cl)cc2)cc1 (stereo not drawn)
    -0.8, 45, i, 55
- CCC(CO)Oc1cc(NCc2ccc(C(=O)O)cc2)c2ncn(C(C)C)c2c1 (stereo not drawn)
    -2.4, 50, i, 32
- COc1ccc(S(=O)(=O)N2CCOCC2)cc1NC(=O)CCc1cc(OC)c(OC)c(OC)c1
    0.6, 53, i, 20
- CC(=O)Nc1ccc(NC(=O)CSc2nnc(C3CC3)n2-c2ccccc2)cc1
    -1.4, 27, i, 24
- O=S(=O)(c1ccccc1F)N1CCN(CCOc2ccccc2)CC1
    -0.6, 64, i, 21
- CCOc1ccc(NC(=O)CN(C)C(=O)c2c(-c3ccccc3)noc2C)cc1OCC
    1.2, 56, i, 38
- Cn1c(N)c(C(=O)COC(=O)COc2ccc(Cl)cc2Cl)c(=O)n(C)c1=O
    1.0, 57, i, 28
- C#CCOCCOCCOCCNc1nc(N2CCN(C(=O)[C@H](CCCCN)n3cc([C@@H](N)CC(N)=O)nn3)CC2)nc(N2CCN(C(=O)[C@H](CCCCN)n3cc([C@@H](N)CC(N)=O)nn3)CC2)n1
    0.8, 65, i, 10
- CCCCn1c(N)c(N(CCOC)C(=O)CSc2nnc(-c3ccco3)n2CC)c(=O)[nH]c1=O
    -0.5, 47, i, 33
- Cc1cccc(N(CC(=O)N/N=C/c2ccc(C(=O)O)cc2)S(=O)(=O)c2ccccc2)c1C
    1.3, 59, i, 57
- Cc1cc(-c2ccccc2)nc(N/N=C/c2ccc(N(C)C)cc2)n1
    1.1, 57, i, 33
- Cc1cccc(OCC(=O)OCC(=O)NCC2CCCO2)c1C (stereo not drawn)
    0.4, 49, i, 30
- CC(=O)c1c(C)[nH]c(C(=O)COC(=O)C2(C)CC2(Cl)Cl)c1C (stereo not drawn)
    -1.5, 58, i, 41
- CCOc1ccccc1NC(=O)C1CCCN1C(=O)c1cccs1 (stereo not drawn)
    0.0, 55, i, 20
- CCOc1ccc(S(=O)(=O)N2CCCCC2)cc1NC(=O)CCc1ccc(OC)cc1
    0.8, 52, i, 22
- CCCCN(C(=O)c1ccc(N2CCCC2=O)cc1)c1c(N)n(CCC)c(=O)[nH]c1=O
    -1.6, 102, i, 38
- COc1cc(OC)c(C(=O)OCC(=O)NC23CC4CC(CC(C4)C2)C3)cc1OC
    2.5, 51, i, 31
- O=[N+]([O-])c1ccc(Cl)cc1NCc1cccnc1
    -1.0, 50, i, 24

Given comma-delimited: part of the list above.
SMILES,NTR1 ag,NTR1 ag cell count 20 µM,T cell modulator,T cell modulator vesicle-bound %
CCC(=O)N1N=C(c2ccc(NS(=O)(=O)c3ccc(C)cc3)cc2)CC1c1ccco1 (stereo not drawn),3.9,55,i,45
Cc1cc(C)c(-c2c(O)c3ccccc3n(C)c2=O)c(C)c1,-1.0,59,i,28
O=C(COC(=O)c1ccccc1OCc1ccccc1Cl)NC1CCS(=O)(=O)C1 (stereo not drawn),-1.8,53,i,33

(further entries)
Each structure is followed by: NTR1 ag, NTR1 ag cell count 20 µM, T cell modulator, T cell modulator vesicle-bound %
- O=C(O)c1cc(S(=O)(=O)N2CCCCC2)ccc1N1CCOCC1
    0.3, 60, i, 5
- CC(C)CCN1C(=O)c2ccc(C(=O)OCC(=O)N(CC(C)C)C3CCS(=O)(=O)C3)cc2C1=O (stereo not drawn)
    2.8, 41, i, 50
- CCOC(=O)c1ccc(NC(=O)c2nc[nH]c2C(=O)NCCNC(=O)c2[nH]cnc2C(=O)Nc2ccc(C(=O)OCC)cc2)cc1
    13, 58, i, 27
- C[C@@H]1CN([C@H](C)CO)C(=O)c2cc(NC(=O)Nc3ccc(F)cc3)ccc2O[C@H]1CN(C)C(=O)Nc1ccc(C(F)(F)F)cc1
    0.7, 52, i, 19
- C=CCC[C@@H](Cc1ccc(F)cc1)C(=O)OC[C@H](Cc1c[nH]c2ccccc12)NC(=O)[C@@H](CC=C)CC(=O)N(CCO)Cc1ccccc1
    11, 66, i, 23
- CC[C@@]1(C(=O)OC)N[C@H](CN(C)S(=O)(=O)c2ccc(C(F)(F)F)cc2)[C@@H]2C(=O)N(C)C(=O)[C@@H]21
    -2.0, 51, i, 6
- COCc1ccc(-c2c(-c3ccsc3)oc(=O)c3cc(OC)c(OC)cc23)cc1
    6.0, 50, i, 22
- CCOc1ccc(S(=O)(=O)NCCC(=O)NCc2ccc(OC)c(OC)c2)cc1
    1.8, 54, i, 6
- O=C(CNC(=O)c1ccc(Br)o1)NNC(=O)COc1ccccc1Cl
    1.9, 68, i, 31
- NC(=O)c1ccsc1NC(=O)CN1C(=O)NC2(CCCC2)C1=O
    -0.3, 47, i, 50
- CCc1ccccc1NC(=O)CN(C)C(=O)COC(=O)c1ccco1
    0.0, 45, i, 49
- C/C=C/n1ccnc1CC(O)(c1ccccc1)c1ccc(C)cc1 (stereo not drawn)
    0.7, 43, i, 30
- CC(C)(C)OC(=O)C[C@H]1C/C=C\C[C@@H](CC(=O)NCCO)C(=O)N[C@H](C(C)(C)C)COC1=O
    0.0, 9, i, 8
- N#Cc1ccc(CSc2ccc(S(=O)(=O)N3CCCC3)cn2)cc1
    -2.1, 51, i, 56
- Cc1ccc(S(=O)(=O)N2CCCCC2)cc1NC(=O)C1CC1
    -0.3, 60, i, 56
- CC(C)Cn1c(N)c(C(=O)COC(=O)c2cc3ccccc3cc2O)c(=O)n(C)c1=O
    -0.1, 55, i, 46
- COc1ccc(C(=O)COC(=O)c2sccc2C)cc1OC
    4.1, 45, i, 50
- N#Cc1ccc(OCC(=O)Nc2nc(-c3ccncc3)cs2)cc1
    1.1, 70, i, 50
- Cc1cccc(NC(=O)CSc2nc3ccccc3c(=O)n2CC2CCCO2)c1 (stereo not drawn)
    0.7, 50, i, 32
- CCN(C(=O)COc1ccccc1C(=O)NCc1ccccc1)C1CCS(=O)(=O)C1 (stereo not drawn)
    -0.7, 59, i, 35
- Cc1ccccc1CC(=O)Nc1cccc(S(=O)(=O)N2CCCC2)c1
    -1.7, 65, i, 36

Screens (PubChem)

Only part of the results is shown (hit frequency here may not be typical).
